# BLM inh: Bloom syndrome helicase (human) inhibition; P54132; recombinant BLM DNA unwinding, fluorescence dequenching; Potency, µM (highest dose often 56.1 µM), inactives show at the highest dose activity change, negative = inhibition, hits mostly inhibitors; 350,000 tested, 0.2% active; AID 2528;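 note: plate controls were vehicle for no effect and no enzyme for full effect; nearly all actives have a fitted effect of over 35% in size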
# BAZ2B inh: inhibitors of human BAZ2B bromodomain | Q9UIF8 | AlphaScreen BAZ2B-H3K14Ac peptide displacement | Potency, µM (doses to about 114 µM), for inactives: at the highest dose activity change, negative = inhibition, actives largely listed as inhibitors | 360,000 tested, 4.4% active | AID 504333; note: % is set by controls: 0 for no effect and ±100 for the full control effect; nearly all actives have a fitted effect of over 60% in size
#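 BAZ2B 50 nM plus b-H3(5-23)K14Ac 50 nM, PBS pH 7.4/0.01% Tween-20, 30 min RT; compound added (max 110 uM), 30 min RT; streptavidin donor/Ni-chelate acceptor beads 10 ug/mL final, 20 min dark; AlphaScreen read.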
# POLH inh: blocks human DNA polymerase eta activity. Q9Y253. recombinant Pol eta, fluorescent DNA replication assay. Potency, µM (highest dose often 114 µM), inactives show top-dose activity change, negative = inhibition, actives largely listed as inhibitors. 390,000 tested, 1.2% active; note: % is set by controls: 0 for no effect and ±100 for the full control effect
#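 Pol eta at 10 nM preincubated with compounds 15 min at room temperature; reaction started with fluorescent substrate (50 nM final) and read kinetically at 0 and 10 min.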
# POLI inh: DNA polymerase iota (human) inhibition; Q9UNA4; 390,000 tested, 1% active; Potency, µM (titrated, usually from 115 µM), for inactives: top-dose activity, negative = inhibition, hits mostly inhibitors; AID 588590; Pol iota fluorescent replication assay, 10 min
# Target sequence (Q9UNA4 whole entry, looked up): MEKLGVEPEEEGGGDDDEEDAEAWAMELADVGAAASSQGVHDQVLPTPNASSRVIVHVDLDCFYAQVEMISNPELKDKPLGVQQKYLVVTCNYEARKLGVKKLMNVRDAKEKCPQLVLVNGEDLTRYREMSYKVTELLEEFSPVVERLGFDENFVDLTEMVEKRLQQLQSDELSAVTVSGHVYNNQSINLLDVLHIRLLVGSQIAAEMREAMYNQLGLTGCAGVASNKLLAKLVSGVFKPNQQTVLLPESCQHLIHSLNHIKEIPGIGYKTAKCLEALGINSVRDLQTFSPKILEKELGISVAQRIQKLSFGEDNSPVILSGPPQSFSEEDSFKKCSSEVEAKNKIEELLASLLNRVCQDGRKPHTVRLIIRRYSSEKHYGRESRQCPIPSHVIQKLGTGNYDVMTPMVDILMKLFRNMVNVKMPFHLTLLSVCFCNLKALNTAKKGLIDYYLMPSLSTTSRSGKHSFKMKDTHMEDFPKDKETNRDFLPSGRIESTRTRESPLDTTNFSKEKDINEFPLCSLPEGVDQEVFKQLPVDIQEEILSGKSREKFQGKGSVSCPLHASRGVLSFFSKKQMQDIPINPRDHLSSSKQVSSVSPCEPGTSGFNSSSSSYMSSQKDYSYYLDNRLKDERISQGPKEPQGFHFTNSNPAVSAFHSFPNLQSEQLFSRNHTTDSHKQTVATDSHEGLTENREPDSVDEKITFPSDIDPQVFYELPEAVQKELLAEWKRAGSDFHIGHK
#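 Pol iota at 10 nM preincubated 15 min with compounds at room temperature; reaction started with fluorescent substrate, 50 nM final. Fluorescence read kinetically at 0 and 10 min; buffer-only wells as negative control.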
# POLB inh: DNA polymerase beta (human) inhibition | P06746 | Pol beta primer extension/strand displacement, fluorescence kinetic | Potency, µM (top dose mostly 114 µM), for the others: top-dose activity change, negative = inhibition, most hits filed as inhibitors | 340,000 tested, 1.3% active; note: % is set by controls: 0 for no effect and ±100 for the full control effect
#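 Pol beta (10 nM) and compounds were preincubated 15 min at room temperature, then 50 nM substrate (final) started primer extension/strand displacement. Reads were taken at 0 and 10 min; concentration-response data were fitted to a four-parameter Hill equation.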
# G9a block: blocks human histone lysine methyltransferase G9a | Q96KQ7 | 350,000 tested, 8.8% active | G9a H3K9 monomethylation, AlphaScreen, 2 h | Potency, µM (top dose mostly 102 µM), for the others: at the highest dose activity, negative = inhibition, actives largely listed as inhibitors; note: % is set by controls: 0 for no effect and ±100 for the full control effect; nearly all actives have a fitted effect of over 75% in size
#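 Quantitative HTS format: methyltransferase activity on a biotin-tagged H3K9 peptide is measured by AlphaScreen, using a rabbit anti-monomethyl-H3K9 antibody with streptavidin donor and anti-IgG acceptor beads. Final levels are 20 nM enzyme, 500 nM peptide, 20 uM SAM; 2 h RT.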
# APE1 inh: inhibitors of human APE1 endonuclease | P27695 | recombinant APE1, TAMRA/BHQ-2 abasic DNA cleavage fluorescence | Potency, µM (highest dose often 65.8 µM), inactives show at the top dose activity change, negative = inhibition, actives largely listed as inhibitors | 350,000 tested, 0.35% active | AID 2517;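 note: plate controls were vehicle for no effect and reference inhibitor for full effect; nearly all actives have a fitted effect of over 55% in size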
#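 0.75 nM APE1 + cpd, 15 min RT; start w/ 50 nM TAMRA/BHQ-2 THF-abasic dsDNA; kinetic fluor 525/598 nm ×3 reads @60 s; Δ(read3−read1); normalized to DMSO and NSC13755 control wells.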
# Anesthetic bind: candidate novel general anesthetic via apoferritin binding; P02791; apoferritin/1-aminoanthracene competitive binding, fluorescence; Potency, µM (top dose mostly 77.5 µM), without a hit: at the highest dose activity change, negative = displacement, actives largely listed as inhibitors; 350,000 tested, 0.074% active; AID 485281; note: % is set by controls: 0 for no effect and ±100 for the full control effect; nearly all actives have a fitted effect of over 20% in size
# Target sequence (P02791 2-175 limits assumed): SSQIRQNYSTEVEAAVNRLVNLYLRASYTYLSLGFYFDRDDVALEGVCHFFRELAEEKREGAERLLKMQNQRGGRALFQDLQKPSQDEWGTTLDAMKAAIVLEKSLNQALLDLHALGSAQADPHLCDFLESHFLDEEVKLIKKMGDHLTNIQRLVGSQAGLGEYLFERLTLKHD
#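 10 uM apoferritin + 50% sat. 1-AMA, PBS; cpd 10 min RT; Ex380/Em535 endpoint; normalized to free probe vs complex; 4-param Hill fit; propofol titration as pos. ctrl.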
# POLK inh: DNA polymerase kappa (human) inhibition; Q9UBT6; purified Pol kappa, fluorescent DNA synthesis assay, 10 min; Potency, µM (series often up to 107 µM), without a hit: top-dose activity, negative = inhibition, hits mostly inhibitors; 400,000 tested, 0.53% active; note: % is set by controls: 0 for no effect and ±100 for the full control effect
#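 Enzyme at 10 nM met test compounds for 15 min at room temperature. Substrate addition (50 nM final) began the reaction, which was monitored by fluorescence at 0 and 10 min.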
# Active calls of the source: *; ? = inconclusive; . = not tested or not shown; [ ] = dose if it differs, or a comment. Calls come from the whole dose curve; as a rule, active = well fitted curve in the direction sought with a large enough effect; inconclusive = small, poorly fitted or top-dose-only effect, or another doubt; inactive = no such curve, though single readings can be large; an effect the other way counts as inactive or inconclusive. Potency is the fitted concentration of half-maximal effect. A portion of the library; rates above refer to the full screens.
canonical_smiles	BLM inh	BAZ2B inh	POLH inh	POLI inh	POLB inh	G9a block	APE1 inh	Anesthetic bind	POLK inh
COc1ccc(-c2cc(=O)oc3cc(OC(C)C(=O)Nc4ccc(CN5CCOCC5)cc4)ccc23)cc1 (stereo unspecified)	0%	?	-6%	-15%	22%	.	-11%	-19%	-1%
Nc1nc(NC(=O)C(Cl)(Cl)Cl)nn1-c1ccccc1	2%	8.9µM*	2%	27%	1%	16%	-1%	-7%	-17%
CC1(C)CC2CC(C)(CN2S(=O)(=O)c2cccc(C(=O)OCC(N)=O)c2)C1 (stereo unspecified)	.	-1%	-20%	0%	.	-46%	26%	.	-5%
O=C(CSc1cn(CCNC(=O)c2c(F)cccc2F)c2ccccc12)Nc1ccc(F)cc1	0%	1%	-11%	18%	22%	42%[activator][59 µM]	.	17%	11%
CC1(C)CC(=O)C2=C(C1)OC1=C(C2)C(=O)CC(C)(C)C1	1%	-4%	-5%	-1%	-12%	2%[59 µM]	0%	-7%	2%
O=C(NCCOCCOCCNC(=O)c1ccccc1)c1ccccc1	0%	3%	-21%	77%[activator]	-2%	-9%	3%	-3%	0%
O=C(NCc1ccccc1Cl)c1csc2c1CCCCC2	-2%	4%	0%	28%	3%	13%[59 µM]	5%	?	-12%
CC1CN(CC(=O)Nc2ccc(Br)cn2)CC(C)O1 (stereo unspecified)	1%	-7%	?	?	?	.	-14%	-4%	-23%
O=C(c1cc(Sc2ccc(Cl)cc2)nc2ccccc12)N1CCN(c2ccccn2)CC1	-7%	?	-21%	182%[activator]	-15%	-3%	7%	-7%	-1%
NC(=O)COC(=O)C(Cc1ccccc1)NS(=O)(=O)c1ccccc1F (stereo unspecified)	-1%	-24%	-4%	-7%	5%	-18%[59 µM]	0%	-16%	-6%
Cc1cc(C)c2nc(N(Cc3cccnc3)C(=O)CCOc3ccccc3)sc2c1	-3%	-2%	-9%	12%	3%	-1%[59 µM]	.	-16%	-14%[60.1 µM]
O=C(NCc1cccs1)C1CCN(C(=O)N2CCOc3ccc(Cl)cc32)CC1	0%	?	-15%	5%	-26%	?	.	-10%	-13%
O=C1Nc2ccccc2CCc2ccccc21	.	-1%	2%	10%	.	-9%[12.7 µM]	4%	.	8%
CCn1cc(/C=N\NC(=O)c2c[nH]c3ccccc23)c(C)n1	-7%	-1%	-11%	-13%	?	17%	-12%	-10%	-10%
O=C(c1cccc(C(F)(F)F)c1)C1CCCN(C(=O)CCc2cnccn2)C1 (stereo unspecified)	-2%	-2%	-15%	33%[activator]	17%	-3%[59 µM]	3%	-11%	3%
Cc1c(C(=O)Nc2ccc(Cl)cc2)c2ccccn2c1C(=O)c1ccccc1	-1%	10%	3%	2%	31%	1%[59 µM]	1%	-10%	-4%
CC(C)N(Cc1ccccc1)C(=O)c1ccc2c(c1)OCO2	1%	-25%	-11%	47%[activator]	-13%	?	15%	-17%	9%
CCn1c(=O)c2ccccc2n2c(SCC(=O)N3CCCc4ccccc43)nnc12	-3%	9%	1%	31%	7%	9%[59 µM]	1%	-14%	20%
Cc1cc(=O)oc2c(CN(CC(C)C)CC(C)C)c(O)ccc12	-1%	2%	0%	14%	94%	9%[59 µM]	1%	250%[activator]	-12%
CCCC(=O)NC(c1ccccc1OC)c1ccc2cccnc2c1O (stereo unspecified)	-7%	25µM*	6%	86%[activator]	-6%	-4%	4%	-12%	-4%

# For reference, two of the compounds above.
canonical_smiles	BLM inh	BAZ2B inh	POLH inh	POLI inh	POLB inh	G9a block	APE1 inh	Anesthetic bind	POLK inh
COc1ccc(-c2cc(=O)oc3cc(OC(C)C(=O)Nc4ccc(CN5CCOCC5)cc4)ccc23)cc1 (stereo unspecified)	0%	?	-6%	-15%	22%	.	-11%	-19%	-1%
Nc1nc(NC(=O)C(Cl)(Cl)Cl)nn1-c1ccccc1	2%	8.9µM*	2%	27%	1%	16%	-1%	-7%	-17%

# (listing goes on)
canonical_smiles	BLM inh	BAZ2B inh	POLH inh	POLI inh	POLB inh	G9a block	APE1 inh	Anesthetic bind	POLK inh
Cc1cc(S(=O)(=O)NCCc2ccccc2)c(C)s1	-1%	6%	-2%	-2%	11%	-45%[12.7 µM]	4%	8.9µM*	-7%
O=C(CCn1nc(-c2ccc(Cl)cc2)ccc1=O)NCc1ccccn1	-1%	?	0%	16%	31%	-2%[0.501 µM]	12%	-14%	-2%
CC(=O)c1c(C)[nH]c(C(=O)NCCc2c[nH]c3ccccc23)c1C	-1%	-10%	-1%	12%	30%	12%	8%	-6%	-4%
CN(C)c1ccc(NC(=O)CN2CCN(S(=O)(=O)c3cc(Cl)ccc3Cl)CC2)cc1	-6%	35µM*	-12%	-1%	17%	1.4µM*	10%	-14%	-18%
CN(Cc1ccccc1)C(=S)NC(=O)c1ccc(-c2ccccc2)cc1	-4%	-24%	-19%	105%[activator]	8%	83%[activator][59 µM]	3%	-4%	0%
Cc1c(C(=O)NN2CCN(C)CC2)cccc1[N+](=O)[O-]	-3%	4%	-11%	29%	33%	-1%	3%	-10%	-2%
CN(C(=O)c1cc([N+](=O)[O-])ccc1N1CCCC1)C1CCCCC1	1%	-21%	3%	28%	-3%	9%	55%	?	-7%
CCCN(c1ccc(C(C)C)cc1)S(=O)(=O)c1ccc2c(c1)n(C)c(=O)c(=O)n2C	-2%	.	-25%	15%	?	4%[59 µM]	.	-14%	1%
COc1ccc(OCC(=O)N2c3ccccc3CC2C)c([N+](=O)[O-])c1 (stereo unspecified)	.	.	-23%	0%	.	.	-1%	.	-9%
CCn1c(C)c(C)c2cc(C(=O)NCCCN3CCOCC3)ccc21	5%	-33%	-15%	-19%	1%	.	-18%	-2%	-3%
CSc1ccc(/C=N/Nc2ccc(Cl)c(C(=O)O)c2)cc1	1%	-37%	-16%	62%[activator]	-2%	10µM*	-8%	-11%	0%
CCOC(=O)c1cc(S(=O)(=O)N2CCN(c3ccc(C)cc3C)CC2)[nH]n1	-4%	50µM*	2%	-20%	1%	4µM*	.	-1%	-11%[60.1 µM]
CC(=O)OCC1OC(n2ncc(=O)n(Cc3ccccc3)c2=O)C(OC(C)=O)C1OC(C)=O (stereo unspecified)	-4%	2%	-1%	90%[activator]	-8%	-28%	3%	-13%	0%
CC(C)(C)OC(=O)[C@H](CCCCN)NC(=O)c1nc[nH]c1C(=O)N[C@@H](CCCCN)C(=O)OC(C)(C)C	.	.	-3%	10%	.	.	39%	.	11%
Cc1ccc(-c2c(CN3CCN(c4cc(Cl)ccc4C)CC3)csc2C)cc1	0%	?	-13%	-1%	21%	-34%[59 µM]	.	0%	-9%
Cc1ccc(C2C=C(c3ccccc3OC(F)F)Nc3ncnn32)cc1 (stereo unspecified)	-11%	-7%	-13%	21%	3%	?	12%	377%[activator]	0%
O=C1N=c2ccccc2=C1c1c(O)[nH]c2c(C(F)(F)F)cccc12	-9%	-6%	-4%	46%[activator]	6%	-17%	12%	-5%	3%
COc1cc(OC)c(C(=O)Nc2cccc(C(C)=O)c2)cc1OC	5%	4%	-16%	14%	13%	10%	4%	-14%	-5%
CS(=O)(=O)N(CC(=O)N1CCCC1)c1ccccc1F	-2%	7%	-18%	32%[activator]	21%	56%	21%	-2%	1%
COc1cc(C(=O)N(Cc2cccnc2)Cc2cc3cc4c(cc3[nH]c2=O)OCCO4)cc(OC)c1OC	2%	4%	-10%	-1%	7%	-19%[0.0925 µM]	-2%	7%	1%
Cc1cc(Nc2ccccc2)n(CCC#N)n1	0%	7%	0%	2%	-1%	4%[12.7 µM]	16%	4%	3%
COc1cc(OC)c(OC)cc1CN1CCN(Cc2cccc(F)c2)CC1	-6%	-31%	-4%	11%	5%	?	21%	-15%	14%
CCOC(=O)c1cccc(NC(=O)c2cn(-c3cccc(OC)c3)c(=O)c3ccccc23)c1	2%	1%	-19%	26%	-1%	10µM*	.	-10%	-4%
CC(=O)c1cccc(NS(=O)(=O)N(C)C)c1	-3%	41%[activator]	-8%	-5%	3%	78%[activator][59 µM]	-7%	-1%	-13%
O=C(NC1CCCCC1)Sc1ccc(Cl)cc1	-3%	57%[activator]	-7%	6%	-28%	?	-1%	-9%	1%
COC(=O)c1ccc(NC(=O)CC2C(=O)N(c3cccc(OC)c3)C(=O)N2C(C)C)cc1 (stereo unspecified)	-2%	-21%	12%	-8%	26%	?	.	-10%	6%
CCOCCCNC(=O)Cc1ccc(Br)cc1	0%	-5%	-12%	1%	32%	13%[59 µM]	-5%	-10%	0%
N#CC(c1ccc(O)cc1)N1CCCCC1 (stereo unspecified)	-2%	8%	-4%	18%	-2%	-1%[59 µM]	14%	-17%	0%
O=C(COC(=O)/C=C/c1ccccc1Cl)NC(=O)NCc1ccccc1	.	-4%	-15%	13%	.	-32%[2.33 µM]	33%	.	-21%
Cc1nnc(SCC(=O)N2c3ccccc3Sc3ccccc32)n1N	-2%	-4%	-8%	28%	-14%	-16%[12.7 µM]	2%	2%	-6%
O=C(Nc1cc(F)ccc1F)N1CCC(CN2CCOCC2)CC1	3%	3%	16%	-9%	4%	6%[59 µM]	.	?	3%
Cc1cccc(-n2ncc(C(=O)N3CCN(C(=O)c4ccco4)CC3)c2C2CCN(C(=O)OC(C)(C)C)CC2)c1	1%	10%[57.1 µM]	12%	0%	0%	0%[59 µM]	.	-1%	-16%
CCN(CC)S(=O)(=O)c1ccc(S(=O)(=O)N2CCCC2)cc1	2%	18%	11%	62%[activator]	1%	.	1%	-7%	-8%
COc1cc(NC(=O)c2cc3c(CO)cnc(C)c3oc2=Nc2cccc(C(N)=O)c2)cc(OC)c1	0%	-3%	-10%	-7%	-21%	-2%	32%[activator]	-9%	7%
COc1ccccc1NC(=S)NC1CC2CCC1C2 (stereo unspecified)	-2%	-19%	-7%	-9%	16%	-2%	9%	-12%	-13%

# Entries above with a cyano group:
canonical_smiles	BLM inh	BAZ2B inh	POLH inh	POLI inh	POLB inh	G9a block	APE1 inh	Anesthetic bind	POLK inh
Cc1cc(Nc2ccccc2)n(CCC#N)n1	0%	7%	0%	2%	-1%	4%[12.7 µM]	16%	4%	3%
N#CC(c1ccc(O)cc1)N1CCCCC1 (stereo unspecified)	-2%	8%	-4%	18%	-2%	-1%[59 µM]	14%	-17%	0%
